# Bioassay records deposited in PubChem by several laboratories.
# PfHsp40 yeast: restores yeast growth despite PfHsp40 toxicity; growth rescue, % at 12.5 µM; S. cerevisiae expressing PfHsp40, growth rescue, ATP luminescence; hit rate 0.68% among 340,000; in the data active means growth rescue above about 28%, passing the limit was not always enough; inconclusive means no clear call, values can overlap the other calls;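 further: yeast W303a lacking pdr1 and pdr3 grown in galactose medium; growth measured after three days at 30 °C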
# BoNT A protease: BoNT A light chain protease inhibition. inhibition, % at 10 µM. AID 588499. multiplex microsphere protease substrate cleavage, flow cytometry. hit rate 0.17% among 360,000; further: plate controls were buffer without enzyme for full effect and enzyme alone for no effect
# Anthrax LF inh2: inhibitors of Bacillus anthracis lethal factor protease | P15917 | AID 588501 | multiplex microsphere protease cleavage assay, LF | hit rate 0.12% among 360,000 | inhibition, % at 10 µM; further: plate controls were buffer without enzyme for full effect and enzyme alone for no effect
# Target sequence (P15917 whole entry, looked up): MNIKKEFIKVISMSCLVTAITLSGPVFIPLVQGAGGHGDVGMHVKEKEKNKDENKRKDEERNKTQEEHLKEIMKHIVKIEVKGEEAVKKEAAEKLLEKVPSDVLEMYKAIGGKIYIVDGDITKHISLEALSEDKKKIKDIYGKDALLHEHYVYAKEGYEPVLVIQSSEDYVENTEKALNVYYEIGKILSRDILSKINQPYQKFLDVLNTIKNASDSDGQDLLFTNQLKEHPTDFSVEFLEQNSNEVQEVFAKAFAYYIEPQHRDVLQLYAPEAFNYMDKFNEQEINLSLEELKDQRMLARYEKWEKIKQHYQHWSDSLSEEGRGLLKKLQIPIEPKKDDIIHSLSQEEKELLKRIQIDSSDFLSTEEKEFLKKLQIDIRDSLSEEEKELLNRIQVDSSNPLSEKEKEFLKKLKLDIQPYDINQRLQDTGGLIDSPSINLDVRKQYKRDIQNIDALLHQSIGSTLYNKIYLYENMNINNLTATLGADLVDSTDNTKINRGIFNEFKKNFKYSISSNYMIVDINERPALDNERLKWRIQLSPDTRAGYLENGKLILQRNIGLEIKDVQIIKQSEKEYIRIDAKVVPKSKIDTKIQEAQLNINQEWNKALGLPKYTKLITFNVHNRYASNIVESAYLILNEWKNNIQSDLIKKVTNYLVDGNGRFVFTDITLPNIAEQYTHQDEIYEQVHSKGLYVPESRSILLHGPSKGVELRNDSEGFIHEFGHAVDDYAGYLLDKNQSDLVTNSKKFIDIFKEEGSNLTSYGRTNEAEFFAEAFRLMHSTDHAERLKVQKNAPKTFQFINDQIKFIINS
# FadD28 binding: blocks FadD28 binding to the bisubstrate probe; hit rate 0.22% among 360,000; inhibition, % at 12.5 µM; fluorescence polarization; in the data active means inhibition above about 8.5%, passing the limit was not always enough; inconclusive means no clear call, values can overlap the other calls
# GDH-TPI counter: counter-screen for M. tuberculosis FBA inhibitors: GDH-TPI coupled enzymes; GDH-TPI coupled enzyme counterscreen, NADH absorbance; inhibition, % at 4.8 µM; hit rate 1.2% among 360,000; in the data active means inhibition above about 30%;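 further: 0% = DMSO wells and 100% = wells lacking the enzyme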
# BoNT F protease: inhibitors of Botulinum neurotoxin F light chain protease; Multiplex microsphere protease cleavage assay, flow cytometry; inhibition, % at 10 µM; hit rate 0.22% among 360,000; in the data active means inhibition above about 35%, passing the limit was not always enough; inconclusive means no clear call, values can overlap the other calls; further: plate controls were buffer without enzyme for full effect and enzyme alone for no effect
# Mtb FBA inh: inhibitors of M. tuberculosis fructose-bisphosphate aldolase; inhibition, % at 1 µM; purified M. tuberculosis FBA, fluorescence read-out; hit rate 2.3% among 360,000; in the data active means inhibition above about 27%;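 further: 0% = vehicle and 100% = reference inhibitor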
# Mtb UGM inh: Mtb UDP-galactopyranose mutase inhibition; purified UGM, fluorescence polarization probe displacement; inhibition, % at 10 µM; hit rate 0.06% among 320,000; in the data active means inhibition above about 10%, passing the limit was not always enough; inconclusive means no clear call, values can overlap the other calls
# Mtb BioA inh: inhibitors of Mycobacterium tuberculosis BioA enzyme; purified M. tuberculosis BioA enzyme, plate reader; inhibition, % at 9.99 µM; hit rate 0.096% among 360,000; in the data active means inhibition above about 40%; inconclusive means no clear call, values can overlap the other calls
# * = called active by the depositor; ? = inconclusive; · = not tested or not shown; & = joins results of further samples. Unless noted, no stated cut-off is given here; in the data, active means inhibition above about 30%; inconclusive means no clear call, values can overlap the other calls; inactive means below that. The order is random. About 4.7% of those tested had a hit in this group.
SMILES,PfHsp40 yeast,BoNT A protease,Anthrax LF inh2,FadD28 binding,GDH-TPI counter,BoNT F protease,Mtb FBA inh,Mtb UGM inh,Mtb BioA inh
CC1(C(=O)NCC2CCCCC2)CCN1C(=O)Cc1ccc(-c2ccccc2)cc1 (stereo unspecified),·,-0.4,-4,-4.2,0,-1,-3,·,-0.8
CNc1nc(C)c(C(C)=O)cc1C#N,-0.6,-1.3,-4,-0.5,16,-20,2,1.8,-0.8
O=C(Cc1ccc(Cl)cc1)N1CCN(c2ccccc2)CC1,-1.4,0.7,1,-1.4,1,-19,0,-1.2,·
O=C(CCC1CCCCC1)NCCN1C2=NC[C@H](Cc3ccc(O)cc3)N2C[C@H]1Cc1ccc(O)cc1,0.2,-0.7,-8,-2.4,2,-25,0,1.0,-1.0
CC1=CN2C(=N)/C(=C/c3ccc(C)o3)C(=O)N=C2S1,-0.3,1.1,1,2.0,29,-7,-4,-1.7,·
CC1CCC(NC(=O)c2ccc(-n3cncn3)c([N+](=O)[O-])c2)CC1 (stereo unspecified),0.6,-0.2,1,-3.6,-4,-2,1,0.4,·
CN(C)c1ccc2c(c1)OC(N)=C(C#N)C2c1cccc(F)c1 (stereo unspecified),0.1,21,18,-0.4,6,34,-10,-0.7,5.6
Cc1cc(C(=O)OCC(=O)NC2CC2)ccc1[N+](=O)[O-],-1.4,1.7,16,-0.1,-3,4,-1,-0.9,-0.8
CCOc1ccccc1C(=O)Nc1ccc(S(=O)(=O)Nc2nccc(C)n2)cc1,-1.7,·,·,0.9,7,·,-1,5.7,-1.5
CCOc1ccc2nc(SCC(=O)Nc3ccc(S(=O)(=O)N4CCCC4)cc3)c(C)cc2c1,0.8,0.1,-3,-1.7,12,3,-1,-1.1,8.2
COc1ccc(S(=O)(=O)N2CCOCC2)cc1NC(=O)c1ccc(SC)cc1OC,·,0.0,5,0.1,-4,-9,1,·,0.0
CCCCCCC1(C)NC(=S)N(c2ccccc2)N1 (stereo unspecified),0.8,-1.1,3,-0.9,-4,1,-2,0.7,·
O=C1N[C@@H](Cc2ccccc2)COC(=O)[C@H](Cc2ccc(F)cc2)C/C=C\C[C@H]1CC(=O)N(CCO)Cc1ccccc1,1.8,0.3,-2,-7.2,2,-2,-3,-1.3,1.2
Cc1noc(C)c1NC(=O)N(C)C[C@@H]1Oc2ccc(NS(=O)(=O)c3c(C)noc3C)cc2C(=O)N([C@H](C)CO)C[C@H]1C,-1.9,0.0,0,0.3,14,-4,6,-3.1,-1.2&-1.7
CCN(CC)c1ccc(/C=N/NC(=O)Cc2cccs2)cc1,-0.8,0.7,0,-0.3,25,4,16,1.2,-0.1
O=C(NCCc1ccccc1)C1CCC(Cn2c(=O)c3ccccc3n(Cc3cccnc3)c2=O)CC1 (stereo unspecified),-0.1,1.4,-3,-3.2,-5,-8,2,-1.1,·
CC(NC(=O)NNC(=O)c1ccncc1)(C(F)(F)F)C(F)(F)F,0.6,0.7,-1,-1.2,4,5,5,2.4,·
COc1ccccc1NC1CCCCC1NS(=O)(=O)c1ccc(C)cc1 (stereo unspecified),-0.3,-1.4,2,-2.3,-6,-10,-1,·,0.0
CCCCc1cc(=O)oc2cc(C)cc(OCC(=O)NCc3ccccn3)c12,0.2,-0.5,0,-4.6,-6,-4,64*,-0.9,2.1
c1ccc(-c2noc(C3CCC3)n2)nc1,·,2.5,18,-1.2,-9,?,2,-1.8,-0.5
COc1cc(-c2nnc(COC(=O)CSCC(=O)Nc3cc(C)on3)o2)cc(OC)c1OC,1.4,2.1,-2,-1.5,11,-4,1,-0.9,0.8
O=C1N=C(N2CCOCC2)S/C1=C/c1ccc(-c2ccc(F)cc2)o1,1.2,1.3,6,-0.7,-2,0,-11,-2.7,-2.1
CC(NC(=O)COc1ccc([N+](=O)[O-])cc1)c1ccccc1 (stereo unspecified),-1.4,0.9,1,0.6,12,3,1,-0.4,·
O=c1[nH]c(CSc2ncccn2)nc2c1cnn2-c1ccccc1,1.3,0.0,-2,-1.8,0,6,-1,-0.5,-1.6
O=C(/C=C/NCC(=O)c1ccccc1)c1ccc(Br)cc1,-0.7,1.6,0,-5.2,16,-8,0,3.4,-0.4
Cc1ccc(S(=O)(=O)NNC(=S)NC(=O)c2ccc([N+](=O)[O-])cc2)cc1,-1.0,0.5,2,-2.1,8,3,2,1.9,·
O=C(O)c1cccc(Oc2cccc(Cl)n2)c1,-1.7,-0.6,-14,-1.6,5,-5,3,1.5,-0.5
Cc1ccc(NC(=O)c2ncc(Cl)c(Cl)c2Cl)cc1C,0.0,-1.2,-4,0.4,-1,0,-3,-0.1,0.7
O=C(COc1ccccc1)NCC(=O)N1CCCC1,-0.6,-0.1,-4,-1.0,0,-3,3,1.1,-0.8
Cc1ccc(C(=O)Nc2cc(C(F)(F)F)ccc2-n2cncn2)o1,-1.2,-1.7,-2,·,3,0,-4,1.7,-1.1

# Full records as entered above:
# Entry for `COc1cc(-c2nnc(COC(=O)CSCC(=O)Nc3cc(C)on3)o2)cc(OC)c1OC` : PfHsp40 yeast = 1.4; BoNT A protease = 2.1; Anthrax LF inh2 = -2; FadD28 binding = -1.5; GDH-TPI counter = 11; BoNT F protease = -4; Mtb FBA inh = 1; Mtb UGM inh = -0.9; Mtb BioA inh = 0.8
# Entry for `O=C(COc1ccccc1)NCC(=O)N1CCCC1` : PfHsp40 yeast = -0.6; BoNT A protease = -0.1; Anthrax LF inh2 = -4; FadD28 binding = -1.0; GDH-TPI counter = 0; BoNT F protease = -3; Mtb FBA inh = 3; Mtb UGM inh = 1.1; Mtb BioA inh = -0.8

# (listing goes on)
SMILES,PfHsp40 yeast,BoNT A protease,Anthrax LF inh2,FadD28 binding,GDH-TPI counter,BoNT F protease,Mtb FBA inh,Mtb UGM inh,Mtb BioA inh
CC(Cl)C(=O)c1ccc2c(c1)CCN2C(=O)C1CC1 (stereo unspecified),0.4,-0.1,-6,-0.5,6,-2,5,-1.8,·
O=S(=O)(NC1=NCCC1)c1cccs1,0.2,-2.1,-6,-3.0,-6,-24,-1,0.6,0.5
Cc1noc(C)c1COC(=O)[C@@H](NC(=O)c1ccccc1Cl)C(C)C,0.1,0.1,3,-1.6,-6,1,0,-1.8,-2.3
COc1ccccc1NC(=O)c1cc(S(=O)(=O)N2CCCCCC2)ccc1F,0.6,0.2,-2,-3.9,8,0,-1,2.7,-1.4
Cc1ccc(N2CCN(/N=C/c3cccnc3)CC2)cc1,-2.0,0.6,12,0.4,19,-1,4,-1.0,-2.2
O=C(Nc1cccc(Cl)c1)c1cc(S(=O)(=O)NCCc2ccc(Cl)cc2)ccc1F,1.9,0.4,2,-1.5,4,6,-1,0.5,·
CN1C2CCC1CC(NS(=O)(=O)c1cccc(C(F)(F)F)c1)C2 (stereo unspecified),-0.9,0.8,-2,-3.7,-3,3,0,1.7,0.3
COc1ccccc1OCC(=O)Nc1ccccc1C(=O)NCc1ccco1,13,-0.1,-5,-4.2,3,2,-6,-0.5,-0.7
Cn1c(NCc2ccc3occc3c2)nc2cc(-c3cccc(C(F)(F)F)c3)sc2c1=O,·,0.5,-6,-4.7,-3,7,-1,·,-0.1
CC1CCCC(NC(=O)CCCn2c(=O)[nH]c3cc(Cl)ccc3c2=O)C1C (stereo unspecified),1.2,0.4,5,0.6,-3,-3,1,-0.5,-2.6

# Taken from above, 3 compounds:
SMILES,PfHsp40 yeast,BoNT A protease,Anthrax LF inh2,FadD28 binding,GDH-TPI counter,BoNT F protease,Mtb FBA inh,Mtb UGM inh,Mtb BioA inh
CC(Cl)C(=O)c1ccc2c(c1)CCN2C(=O)C1CC1 (stereo unspecified),0.4,-0.1,-6,-0.5,6,-2,5,-1.8,·
O=S(=O)(NC1=NCCC1)c1cccs1,0.2,-2.1,-6,-3.0,-6,-24,-1,0.6,0.5
Cc1noc(C)c1COC(=O)[C@@H](NC(=O)c1ccccc1Cl)C(C)C,0.1,0.1,3,-1.6,-6,1,0,-1.8,-2.3

# (next part)
SMILES,PfHsp40 yeast,BoNT A protease,Anthrax LF inh2,FadD28 binding,GDH-TPI counter,BoNT F protease,Mtb FBA inh,Mtb UGM inh,Mtb BioA inh
CCOC(=O)N1CCN(C(=O)c2ccc(N3CCCC3=O)cc2)CC1,0.3,1.5,1,0.1,10,-3,-2,-1.3,2.5
CCCCC(=O)OCC(=O)C1(O)Cc2c(O)c3c(c(O)c2C(OC2CC(NC(=O)C(F)(F)F)C(O)C(C)O2)C1)C(=O)c1c(OC)cccc1C3=O (stereo unspecified),-0.6,11,-2,?,9,-32,-5,·,·
CCCNC(=O)C1(C)CCCN(C(=O)c2cc(C)nn2C(C)(C)C)C1 (stereo unspecified),·,-0.6,-3,-0.3,0,-3,-1,·,-0.1
Cn1cnnc1SCC(=O)NC1CCCCC1,-1.4,0.0,-4,-3.3,4,-2,-6,-0.1,-1.5
NC(=O)Nc1ccc(Cl)cc1,0.4,-0.1,-3,-1.6,8,-7,-1,-2.7,4.9
Cc1c(C(=O)N2CCN(S(=O)(=O)c3cc(F)ccc3F)CC2)oc2ccccc12,0.7,-0.9,-1,-2.4,-2,-5,5,-2.8,-0.1
COC(=O)c1sc(NC(=O)COc2cccnc2[N+](=O)[O-])c(C(=O)OC)c1C,-0.6,8.1,2,-3.1,9,-2,0,-3.6,1.6
CN(Cc1nccs1)C(=O)C1CCC(=O)N(CCCc2ccccc2)C1 (stereo unspecified),-0.9,-0.1,2,-0.6,-1,-4,-3,·,3.7
N#Cc1cc([N+](=O)[O-])cnc1Nc1ccccc1,0.6,0.3,0,-1.4,14,-3,-1,1.0,·
CC1(C)[C@@H](O)CC[C@]2(C)[C@H]3C(=O)C=C4[C@@H]5C[C@@](C)(C(=O)O)CC[C@]5(C)CC[C@@]4(C)[C@]3(C)CC[C@@H]12,-1.2,-1.0,2,-2.2,-7,-16,0,2.2,0.7
COc1ccc(Br)cc1C(=O)NC(=S)Nc1ccc(CN2CCOCC2)cc1,1.1,-0.1,-1,-3.6,2,4,-1,-0.8,0.6
O=C(NCc1ccc(F)cc1)N1CCN(S(=O)(=O)c2ccccc2F)CC1,-1.1,-0.7,6,-0.6,10,2,1,3.3,1.2
CC(=O)Nc1ccc(S(=O)(=O)NC2Cc3ccccc3C2)cc1,1.1,-3.8,12,3.0,6,-20,3,3.0,0.6
O=C(Nc1ccc2c(c1)OCCO2)C(c1cc2ccccc2o1)N1CCC(Cc2ccccc2)CC1 (stereo unspecified),·,0.7,-6,-3.4,·,-2,-5,·,-1.3
COc1ccc(C(=O)NCCc2cc3ccc(C)c(C)c3[nH]c2=O)cc1OC,1.8,0.4,-3,-1.2,0,-2,3,0.9,·
C/C(=C\C(=O)c1ccc(Cl)cc1Cl)N(C)C,0.0,0.0,-1,-4.5,2,-4,2,0.9,·
O=C(O)CCc1ccc(-c2cccs2)n1NC(=O)c1ccco1,-0.6,0.4,-3,1.7,12,-15,0,0.1,-0.7
COc1ccc(CNS(=O)(=O)c2ccc3c(c2)N(C(C)=O)CCO3)cc1,0.6,2.3,2,-1.3,0,7,3,3.4,8.5
Cc1ccc(S(=O)(=O)NNC(=O)c2cccc(O)c2)cc1,1.3,-0.3,1,-1.4,-3,-1,-3,0.1,·
O=C(Nc1ccccc1)/C(=C/c1ccccc1)c1ccccc1,5.2,-0.2,0,-1.5,1,0,1,3.8,1.0
Cc1cc(C)n2c(Br)c(CN3CC4CC(C3)c3cccc(=O)n3C4)nc2n1 (stereo unspecified),-0.5,-0.5,-4,-0.3,11,2,0,-0.7,0.3
Cc1c(C(=O)NNC(=O)c2csc(N3CCOCC3)n2)oc2ccc(Br)cc12,·,-0.1,3,0.5,5,0,5,·,-1.6
COc1ccccc1C(=O)C(O)c1ccccc1OC (stereo unspecified),1.2,?,2,-3.9,-14,-1,-3,-1.1,-0.6
CN(C)S(=O)(=O)c1ccc(NC(=O)N2CCN(c3ccccc3)CC2)cc1,1.5,-0.2,-1,-2.8,-11,2,-1,1.0,0.4
CCCCc1cc(=O)oc2cc(OCC(=O)NCc3ccccn3)ccc12,-0.2,0.2,-2,-1.8,6,1,14,-0.7,1.7
CC(C)(C)C(=O)C[n+]1ccc(C(N)=O)cc1,0.7,1.2,3,-1.7,1,-1,0,-0.6,1.5
COc1ccc(CC(=O)N2CCN(S(=O)(=O)c3cc(Cl)ccc3Cl)CC2)cc1,-1.2,-0.1,-9,-3.1,0,-7,-1,0.8,1.5
